DSG3 Ab inh – human desmoglein-3 autoantibody binding inhibition. AID 588358. 310,000 tested, 0.48% active. binding (percent of control), % at 10 µM. DSG3-coupled beads, scFv-anti-DSG3-GFP binding, flow cytometry; active compounds read low. P32926;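 active means binding more than 3 SD below its plate's average and above zero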;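 further: hits lower antibody fragment binding to DSG3; some compounds called inactive have numbers as strong as hits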
MOR-DOR ag – agonists of human mu-delta opioid receptor heterodimerization | P35372+P41143 | cells, OPRM1-OPRD1 heterodimerization, luminescence | activation, % at 9.3 µM | 340,000 tested, 0.3% active; in the data active means activation above about 18%;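 further: 0% = vehicle-treated cells and 100% = reference agonist; values of inactives mirror those of a sister screen read the other way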
HTR5A inv ag – counter-screen for OPRM1-OPRD1 inverse agonists: human HTR5A inverse agonism; HTR5A cell line, luminescence; 340,000 tested, 0.083% active; inhibition, % at 9.3 µM; AID 504634; P47898; in the data active means inhibition mostly above about 23%, no sharp cut-off; inactive means mostly below about 18%;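 further: 0% = cells with DMSO and 100% = no-cell wells with DMSO; some compounds called inactive have numbers as strong as hits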
Target sequence (P47898 whole entry, looked up): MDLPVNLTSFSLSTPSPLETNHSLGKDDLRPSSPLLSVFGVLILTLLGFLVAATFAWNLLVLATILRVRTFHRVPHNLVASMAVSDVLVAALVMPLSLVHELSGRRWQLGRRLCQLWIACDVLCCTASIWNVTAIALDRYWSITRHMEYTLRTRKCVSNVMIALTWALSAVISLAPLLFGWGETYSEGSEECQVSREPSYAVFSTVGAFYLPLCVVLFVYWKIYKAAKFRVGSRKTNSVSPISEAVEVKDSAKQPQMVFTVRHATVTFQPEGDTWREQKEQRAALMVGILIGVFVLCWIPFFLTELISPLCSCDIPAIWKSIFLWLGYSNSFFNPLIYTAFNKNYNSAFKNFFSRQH
OPRM1-OPRD1 inv – inverse agonists of human mu-delta opioid receptor heterodimerization. P35372+P41143. cell-based MOR-DOR heterodimer luminescence, inverse agonism. inhibition, % at 9.3 µM. 340,000 tested, 0.21% active. AID 504357; in the data active means inhibition above about 22%, passing the limit was not always enough;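 further: 0% = cells with DMSO and 100% = wells without cells with DMSO; values of inactives mirror those of a sister screen read the other way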
PKA-R2B act – PKA-R2B complex activation | P22694+P31323 | PKA-R2B holoenzyme dissociation, Cy5-IP20 fluorescence polarization; R2B truncated from residue 108, S112A mutant; 0% DMSO only, 100% 113 µM cGMP | activation, % at 11.4 µM | 340,000 tested, 0.079% active | AID 504700;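 active means activation above a cutoff set at the mean over all compounds plus 3 SD, cut at about 18% in these data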;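 further: higher means more holoenzyme dissociation and a rise in polarization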
Target sequence (P31323 whole entry, looked up, other chains not shown, the tested form may be a part): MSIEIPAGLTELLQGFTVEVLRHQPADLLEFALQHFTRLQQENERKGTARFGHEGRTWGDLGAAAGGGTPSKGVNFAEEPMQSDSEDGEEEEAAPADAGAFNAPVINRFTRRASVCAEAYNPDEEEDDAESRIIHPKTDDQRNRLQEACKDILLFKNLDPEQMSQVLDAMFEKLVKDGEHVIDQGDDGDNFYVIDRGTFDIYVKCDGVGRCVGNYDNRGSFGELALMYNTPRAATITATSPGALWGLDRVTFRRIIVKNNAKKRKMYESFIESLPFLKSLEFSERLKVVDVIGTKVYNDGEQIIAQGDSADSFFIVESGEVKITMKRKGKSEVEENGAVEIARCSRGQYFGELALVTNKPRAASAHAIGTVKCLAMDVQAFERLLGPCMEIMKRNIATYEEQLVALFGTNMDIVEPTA
HTR5A ag ctr – counter-screen for OPRM1-OPRD1 agonists: human HTR5A agonism; P47898; HTR5A agonist assay, luminescence, cell-based; activation, % at 9.3 µM; 340,000 tested, 0.61% active; AID 504692; in the data active means activation mostly above about 9.5%, no sharp cut-off; inactive means mostly below about 7.6%;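 further: 0% = cells with vehicle only and 100% = reference agonist; strong numbers were not always called active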
DAGLB inh – diacylglycerol lipase beta (human) inhibition; Q8NCG7; HEK293T DAGLB membrane lysate, EnzChek fluorogenic substrate; inhibition, % at 5.17 µM; 340,000 tested, 0.059% active; AID 504411; in the data active means inhibition above about 34%;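 further: 0% = enzyme with vehicle and 100% = wells lacking enzyme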
PKA-R1A activ – activators of PKA-R1A complex. P00514+P68181. PKA-R1A dissociation, Cy5-IP20 fluorescence polarization; scaled: DMSO 0%, 113 µM cGMP 100%. activation, % at 11.4 µM. 340,000 tested, 0.083% active;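 active means percent activation above the mean of all tested compounds plus 3 SD, cut at about 19% in these data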;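 further: higher means more PKAc released from R1A so a rise in polarization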
Arr AP2 block – blocks beta-arrestin peptide binding to AP2 adaptin; FITC-arrestin peptide / GST-AP2 beads, flow cytometry; AP2 beta2 appendage carries R879A mutation; inhibition, % at 10 µM; 340,000 tested, 0.31% active; AID 504490;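 active means inhibition above a set limit, near 3 SD of compounds lacking own fluorescence, cut at about 54% in these data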;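 further: plate controls were DMSO wells for no effect and 5 µM unlabelled arrestin peptide for full effect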
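System: GST-AP2 R879A glutathione beads. Medium: PBS with 0.05% Tween 20 and 0.1% BSA. Also added: FITC-arrestin peptide, 50 nM. Incubation: 12 min plus 1 h, RT. Measured by: high-throughput flow cytometry of beads, ex 488, em 535 nm. Evaluation: percent drop in bead-associated FITC signal.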
V-ATPase pH – yeast V-ATPase proton transport regulation by pHLuorin. S. cerevisiae, pHLuorin cytosolic pH fluorescence. response, % at 10 µM. 350,000 tested, 0.37% active. AID 504577; in the data active means response mostly above about 7.3%, no sharp cut-off; inactive means mostly below about 5.4%; further: actives read high; inactives centre near 0; some compounds called inactive have numbers as strong as hits; reference of the scale not given here
Active calls of the source: *; · = not tested or not shown.

structure,DSG3 Ab inh,MOR-DOR ag,HTR5A inv ag,OPRM1-OPRD1 inv,PKA-R2B act,HTR5A ag ctr,DAGLB inh,PKA-R1A activ,Arr AP2 block,V-ATPase pH
NC1=NC[C@H](CC2CCCCC2)N1CCc1cc(C(F)(F)F)cc(C(F)(F)F)c1,118,4.9,-21,-28,-6,8,3,4,16,-1
CCN(CC)c1ccc(NC(=O)COC(=O)C23CCC(=O)N2c2ccccc2S3)cc1 (configuration not stated),·,0.8,-6,-4,-7,0,1,-10,12,3
CC1CCN(C(=O)Cn2nnc(-c3ccc([N+](=O)[O-])cc3)n2)CC1,99,-1.0,11,5,-3,-3,7,-2,9,2
Cc1cc(=O)[nH]c2c1c(C)nn2C1CCCCC1,119,-4.1,-13,19,-8,3,3,3,12,-1
CCCCN(C1CCS(=O)(=O)C1)S(=O)(=O)c1cc(C)ccc1C (configuration not stated),99,-1.2,3,8,-13,-9,-1,-1,16,4
CCC(C(=O)OCC(=O)Nc1cc(Cl)cc(Cl)c1)c1ccccc1 (configuration not stated),103,4.0,-2,-29,-8,1,-9,6,-7,0
Cc1cccc(CN2CCC(C(=O)Nc3ccc(Oc4cccnc4)cc3)CC2)c1,111,-6.3,-5,21,-8,3,-2,5,16,1
CCC(C)(C)NC(=O)c1cc(S(=O)(=O)N2CCCCC2)ccc1N1CCOCC1,100,-3.6,0,19,-2,0,-4,-18,27,2
CCOC(=O)C1CCN(C(=O)c2ccccc2NS(=O)(=O)c2ccc(F)c(F)c2)CC1,99,0.8,19,-4,-3,-5,2,-6,13,-1
NC(=O)CC(NC(=O)c1ccccc1)c1ccc(NCc2ccccn2)c([N+](=O)[O-])c1 (configuration not stated),104,-1.3,-1,7,0,1,2,0,-1,4
c1ccc(C[C@H]2CNCCN2CC2(c3ccccc3)CC2)cc1,106,0.0,-12,0,0,3,-3,-9,29,-1
CC1CN(/C=C/C(=O)C(F)(F)F)CC(C)O1 (configuration not stated),105,-1.5,-20,7,-9,3,0,-2,15,3
Cc1ccc(S(=O)(=O)N2CCN(C(=O)COC(=O)c3cccc(Cl)c3)CC2)c(C)c1,·,0.5,-15,-2,5,5,-2,11,-8,-2
O=C(Nc1ccc(Cl)cc1Cl)c1cccc(N2C(=O)C=CC2=O)c1,75,2.4,-36,-12,0,12,5,-5,-3,78*
Cc1cccc(OCCCC(=O)Nc2nccs2)c1,108,-0.5,-29,3,-7,-4,1,7,-4,4
Oc1cccc(-c2nc3c4c(ncn3n2)-c2ccccc2CC42CCCC2)c1,103,16,-1,-85,-9,-4,-12,-5,2,0
COc1ccc(OCC(=O)Nc2cccc(-c3nc4ccccc4[nH]3)c2)cc1,120,-0.2,-13,1,-4,1,-5,-17,-7,-1
C#CC[N+](C)(C)C(C#Cc1ccccc1)CC=C (configuration not stated),103,-2.8,17,14,-2,-8,0,-5,-8,-3
COc1cccc2cc(C(=O)NCc3ccccn3)c(=O)oc12,103,-0.8,21,5,-6,2,1,-8,-6,5
Cc1c(CCC(C)C)c(=O)n2c([nH]c3ccccc32)c1C#N,97,-3.0,-7,16,6,3,-2,-9,2,-3
COc1ccc2oc(C)c(C(=O)Cn3ccnc3)c2c1,106,-2.4,-5,11,-3,2,-2,-4,-5,2
COc1ccc(C2NC(=O)NC(C)=C2[N+](=O)[O-])cc1 (configuration not stated),95,-1.6,0,8,-2,-3,0,2,21,-1
O=C(NCc1ccccn1)c1cc(-n2cnnc2)ccc1Cl,·,-3.3,9,17,-1,-3,-2,-11,-4,2
CN1CCN(c2ccc3c(c2)C2CC3CCN2C(=O)OCc2ccccc2)CC1 (configuration not stated),102,1.8,22,-8,-18,-6,-3,-8,22,-1
COc1ccccc1N1CCN(C(=O)c2ccoc2C)CC1,104,-0.1,27,1,-2,-11,-1,-3,31,2
C[C@H](CO)N1C[C@H](C)[C@@H](CN(C)C(=O)Nc2ccc(C(F)(F)F)cc2)Oc2ccc(NC(=O)NC3CCCCC3)cc2C1=O,92,0.2,9,-1,-5,-2,2,8,5,0
CCOC(=O)COn1c(-c2cccc(Cl)c2)nc2ccc([N+](=O)[O-])cc21,105,8.6,11,-43,0,-5,-1,1,34,-3
CCOC(=O)Cn1cnc2sc(C(=O)OC)c(C)c2c1=O,93,0.6,-10,-5,-14,4,-2,3,-5,0
O=C(NCc1cccnc1)c1ccc(-c2ccccc2[N+](=O)[O-])o1,100,1.2,5,-6,-3,-1,-2,3,-6,-4
CC(=O)c1ccc(-c2ccccc2OC(F)(F)F)o1,·,1.1,6,-6,-5,-2,-5,3,-1,3
CC(NC(=O)c1cccnc1Sc1ccccc1)c1ccc(S(N)(=O)=O)cc1 (configuration not stated),117,-1.1,-16,6,-12,0,2,-3,0,0
CSc1cccc(NC(=O)/C=C/c2ccccc2)c1,·,2.6,-13,-14,-7,2,-3,-7,-1,-5
CCOc1ccccc1OCC(=O)Nc1nnc(C)s1,105,1.2,2,-7,2,-1,1,-6,-1,-3
O=C(CCCN1CCOCC1)c1ccc2c(c1)OCCO2,101,-2.7,-6,15,-9,3,-4,4,-6,0
O=C(COC(=O)c1ccc2ccccc2c1)Nc1ncc(C(F)(F)F)cc1Cl,105,1.5,15,-7,-2,-7,-4,-2,24,-5
O=C(/C=C/c1cccs1)N1CCN(Cc2ccc3c(c2)OCO3)CC1,·,-1.8,-40,9,-18,0,-2,-12,11,1
COC(=O)/C(C#N)=C/c1c(N2CCN(c3ccccc3)CC2)nc2ccccn2c1=O,96,0.0,9,0,-2,-2,5,-4,-15,4
O=S(=O)(c1ccc(Cl)cc1)N1CCN=C1SCc1ccc(Cl)c(Cl)c1,121,-3.4,12,19,4,7,-2,3,4,-1
O=C(O)C1CCN(c2nc(-c3ccccc3)nc3c2oc2ccccc23)CC1,109,1.0,-7,-5,-8,-7,2,-3,5,-2
O=C(CCc1nc(-c2ccccc2)no1)Nc1cc(C(F)(F)F)ccc1Cl,97,5.7,-5,-31,0,6,-15,-8,3,-3
CC(=O)N1CC=C2C(C#N)=C(N)C(C#N)(C#N)[C@H](c3ccoc3)[C@H]2C1,100,-0.6,-16,3,2,0,-1,-7,-3,1
CCOC(=O)C(c1ccccc1)C(Nc1cc(C(F)(F)F)cc(C(F)(F)F)c1)c1ccccn1 (configuration not stated),·,1.1,30,-5,-7,4,1,2,-6,-2
COc1ccc(-c2noc(N3CCCC(C(=O)Nc4ccccc4F)C3)n2)cc1 (configuration not stated),108,0.7,-32,-4,-1,2,-4,-2,1,4
Cc1ccc2[nH]c3c(=O)n(CC(=O)NCCc4ccc(Cl)cc4)ncc3c2c1,110,1.7,19,-9,-3,6,-2,-7,4,-2
O=S(=O)(c1cccc(-c2nnc3n2CCCCC3)c1)N1CCCC1,91,-0.3,-12,1,-3,2,2,-9,8,1
COc1ccccc1C(=O)Nc1ccc(C(=O)Nc2ccccc2C(=O)O)cc1,110,1.0,-3,-4,-4,1,4,-7,9,1
C[C@@H]1CN([C@@H](C)CO)S(=O)(=O)c2ccc(Br)cc2O[C@H]1CN(C)C(=O)c1ccc2c(c1)OCO2,·,·,·,·,16,·,1,10,·,2
O=C(Cn1c(=O)n2ncnc2c2c3c(sc21)CCCC3)c1ccccc1,104,-1.9,7,10,5,-4,3,-1,-1,4
COc1ccc(NC2CCCN(C(=O)CN3C(=O)c4ccccc4C3=O)C2)cc1OC (configuration not stated),103,1.4,9,-7,-1,-4,5,-2,44,-1
COc1ccccc1-c1nc(SCC(=O)Nc2ccccc2F)n[nH]1,112,0.2,7,-1,3,0,0,4,19,-3
CC(C)NC(=O)C(=O)NCc1ccccn1,101,-3.3,-10,17,-3,3,-2,2,-5,-2
O=C(NCc1ccc2c(c1)OCO2)c1cc(-c2ccncc2)nc2ccccc12,101,0.3,-6,-1,4,2,-4,0,-2,-6
Cc1ccc(C)c(N2C(=O)CS/C2=N\NC(=O)c2ccccc2Cl)c1,101,-0.3,4,2,1,-2,7,-8,2,3
COc1cc(CCC(=O)OCc2ccccc2C#N)cc(OC)c1OC,112,2.6,-13,-21,14,4,-2,-13,30,-2
COc1ccc(-c2cc(C(=O)NC3CCCC3)c3ccccc3n2)cc1,110,-1.7,-2,8,-4,1,-5,-6,35,-2
COC(=O)c1ccsc1NC(=O)CN1CCN(c2ccc(F)cc2)CC1,·,4.6,-10,-20,-8,1,-2,1,-12,2
CSc1cccc(NC(=O)c2cc(S(=O)(=O)N3CCCC3)cn2C)c1,96,1.0,-17,-6,3,5,-1,-2,2,3
Cc1nc(OCc2ccccc2)c2ccccc2n1,104,0.5,3,-2,3,2,-3,-8,3,-2
CCS(=O)(=O)N1CCN(C(=O)C(c2ccccc2)c2ccccc2)CC1,98,-0.3,-23,2,-8,5,2,-8,10,1
CCn1cc(C(=O)NCCCN2CC(C)CC(C)C2)c(=O)c2cc(S(=O)(=O)N(C)C3CCCCC3)ccc21 (configuration not stated),114,-3.8,-3,20,-2,3,-1,-1,22,1

Other records follow.
structure,DSG3 Ab inh,MOR-DOR ag,HTR5A inv ag,OPRM1-OPRD1 inv,PKA-R2B act,HTR5A ag ctr,DAGLB inh,PKA-R1A activ,Arr AP2 block,V-ATPase pH
Cc1ccc(S(=O)(=O)CCOC(=O)CNC(=O)OCc2ccccc2)cc1,104,·,·,·,0,·,-3,-4,·,0
COc1ccc(OCCNC(=O)/C=C/c2ccccc2)cc1,89,-0.9,12,4,-8,-4,0,-5,10,-3
COc1ccc(N(CC(=O)NCCc2ccccc2)C(=O)CCC(=O)Nc2nccs2)c(OC)c1,103,-1.0,-19,5,0,7,0,-7,14,0
CCOC(=O)C(C#N)C(c1cccnc1)c1c(C)[nH][nH]c1=O (configuration not stated),101,0.2,10,-1,2,1,-2,-1,2,0
Cn1c(=O)c2c(ncn2CC(=O)N(Cc2ccccc2)c2ccccn2)n(C)c1=O,103,·,·,·,3,·,-2,-4,-2,-2
O=C(Nc1cc([N+](=O)[O-])ccc1O)c1cccc([N+](=O)[O-])c1,111,0.9,7,-5,-7,-2,1,-6,5,-6
COC(=O)C(Cc1ccc(O)cc1)NC(=O)NC12CC3CC(CC(C3)C1)C2 (configuration not stated),123,2.8,-26,-14,7,7,0,-10,24,1
CC1(C)C2CCC1(CS(=O)(=O)NCc1ccc(Cl)cc1Cl)C(=O)C2 (configuration not stated),102,3.8,1,-21,4,-1,-5,-8,14,1
CCCN(CC1CC1)C(=O)COC(=O)c1oc2ccc(OCC)cc2c1C,110,-1.4,-1,6,-1,0,-9,-7,8,-4

Screening results deposited in PubChem BioAssay by several laboratories.
